PKA-R1A act – activators of PKA-R1A holoenzyme, primary screen, biochemical, fluorescence polarization, Cy5-IP20, bovine R1A, mouse PKAc; cAMP-dependent protein kinase type I-alpha regulatory subunit (Bos taurus) + …; PKA-R1A dissociation; scaled: DMSO 0%, 113 µM cGMP 100%; activation, % at 11.4 µM; actives 0.083% (n = 340,000);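 active = percent activation above the mean of all tested compounds plus 3 SD, cut at about 19% in these data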;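 note: higher means more PKAc released from R1A so a rise in polarization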
MOR-DOR ag – agonists of OPRM1-OPRD1 heterodimerization, primary screen, cell-based, luminescence. actives 0.3% (n = 340,000). cells. Mu-type opioid receptor (Homo sapiens) + Delta-type opioid receptor (Homo sapiens), …. activation, % at 9.3 µM; in the data active = activation above about 18%;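 note: 0% = vehicle-treated cells and 100% = reference agonist; values of inactives mirror those of a sister screen read the other way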
Target sequence (P35372 whole entry, looked up): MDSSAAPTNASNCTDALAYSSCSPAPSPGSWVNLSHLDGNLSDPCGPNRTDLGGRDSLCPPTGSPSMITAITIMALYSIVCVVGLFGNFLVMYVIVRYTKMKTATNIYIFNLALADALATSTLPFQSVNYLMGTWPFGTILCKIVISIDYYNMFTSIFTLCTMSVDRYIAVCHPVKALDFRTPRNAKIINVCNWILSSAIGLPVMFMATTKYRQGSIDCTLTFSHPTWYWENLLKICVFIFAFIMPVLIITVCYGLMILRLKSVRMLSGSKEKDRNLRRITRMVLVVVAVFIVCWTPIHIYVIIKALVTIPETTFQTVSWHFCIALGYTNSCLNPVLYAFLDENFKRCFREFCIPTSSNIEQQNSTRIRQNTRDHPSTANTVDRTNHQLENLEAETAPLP
Target sequence (P41143 whole entry, looked up): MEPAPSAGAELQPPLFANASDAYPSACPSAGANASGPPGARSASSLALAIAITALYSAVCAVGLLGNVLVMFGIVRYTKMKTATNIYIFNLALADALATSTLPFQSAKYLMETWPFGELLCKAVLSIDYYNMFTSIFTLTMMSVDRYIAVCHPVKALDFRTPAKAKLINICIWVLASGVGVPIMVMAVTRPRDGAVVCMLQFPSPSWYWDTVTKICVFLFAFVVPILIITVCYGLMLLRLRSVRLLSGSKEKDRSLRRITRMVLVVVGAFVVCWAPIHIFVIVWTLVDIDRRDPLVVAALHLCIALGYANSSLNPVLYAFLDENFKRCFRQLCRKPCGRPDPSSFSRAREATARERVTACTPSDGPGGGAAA
HTR5A inv ag – HTR5A inverse agonists in luminescence cell assay, primary screen, counter-screen for OPRM1-OPRD1 heterodimer inverse agonist project, full-deck HTS; inhibition, % at 9.3 µM; actives 0.083% (n = 340,000); AID 504634, 2011; HTR5A cell line, inverse agonism; in the data active = inhibition mostly above about 23%, no sharp cut-off; inactive = mostly below about 18%;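 note: 0% = cells with DMSO and 100% = no-cell wells with DMSO; some compounds called inactive have numbers as strong as hits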
Tat export inh – E. coli Tat export inhibitors, primary screen, MC4100, TorA-mCherry reporter, fluorescence, single point; inhibition, % at 10 µM; actives 0.036% (n = 340,000); AID 488895, 2010;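 active = mean replicate inhibition at least 50% and at least half of replicates individually reaching 50%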;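 note: exported cargo escapes ClpAP degradation while cytoplasmic cargo is degraded and loses fluorescence; 0% = median of neutral control wells and 100% = median of NaSCN control wells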
PKA-R2B act – activators of PKA-R2B holoenzyme, primary screen, biochemical, fluorescence polarization, Cy5-IP20, human | PKA-R2B holoenzyme dissociation; R2B truncated from residue 108, S112A mutant; 0% DMSO only, 100% 113 µM cGMP | cAMP-dependent protein kinase catalytic subunit beta (Homo sapiens) + cAMP-dependent … | activation, % at 11.4 µM | actives 0.079% (n = 340,000);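 active = activation above a cutoff set at the mean over all compounds plus 3 SD, cut at about 18% in these data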;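 note: higher means more holoenzyme dissociation and a rise in polarization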
PfHsp90 set2 – growth inhibition of PfHsp90-expressing yeast, primary screen, antimalarial PfHsp90 inhibitor project, S. cerevisiae, BacTiter-Glo luminescence, single point, set 2; BacTiter-Glo ATP, 48 h; yeast lacking PDR1 and PDR3 efflux regulators; inhibition, % at 9.4 µM; actives 0.32% (n = 310,000);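 active = every replicate shows inhibition above about 80%, whatever the replicate mean, limit read from the data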;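 note: 0% = DMSO neutral controls and 100% = 20 µM radicicol positive controls; yeast relying on Plasmodium falciparum Hsp90 in place of its own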
AddAB inh – growth inhibition of E. coli expressing H. pylori AddAB, primary screen, AddAB inhibitor project, absorbance. AID 435030, 2010. inhibition, % at 11.9 µM. actives 0.29% (n = 330,000); in the data active = inhibition above about 12%;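 note: 0% = vehicle wells of infected cells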
phage Ecoli inh – growth loss of phage-infected E. coli, primary screen, RecBCD inhibitor project, absorbance, with phage, HTS. actives 0.26% (n = 360,000). inhibition, % at 11.9 µM; in the data active = inhibition above about 11%
Ecoli viability – E. coli V3065 growth inhibition, primary screen, counter-screen for AddAB inhibitor project, absorbance, OD600. inhibition, % at 11.9 µM. 18 h. actives 0.27% (n = 330,000);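 active = inhibition above the campaign's mean inhibition across all tested compounds plus 3 SD, cut at about 9.9% in these data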;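 note: uninfected addAB+ strain grown without phage in ampicillin broth; 0% = DMSO wells and 100% = ciprofloxacin 0.95 µg/ml wells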
MOR-DOR inv ag – inverse agonists of MOR-DOR heterodimerization, primary screen, cell-based, luminescence | Mu-type opioid receptor (Homo sapiens) + Delta-type opioid receptor (Homo sapiens), … | cell-based MOR-DOR heterodimer luminescence, inverse agonism | inhibition, % at 9.3 µM | actives 0.21% (n = 340,000) | AID 504357, 2011; in the data active = inhibition above about 22%, passing the limit was not always enough;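 note: 0% = cells with DMSO and 100% = wells without cells with DMSO; values of inactives mirror those of a sister screen read the other way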
Mot1-301 SUMO – yeast Mot1-301 growth rescue at high temperature, primary screen, SUMOylation pathway inhibitor project, S. cerevisiae, ATP luminescence, 38.5C; growth rescue, % at 18.8 µM; S. cerevisiae Mot1-301 growth rescue; percent above DMSO median, 100 means doubled; actives 1% (n = 320,000);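 active = every valid replicate shows activation above 250% relative to neutral control wells; inactive = the rest, any valid replicate at or below 250%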;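 note: OY570 slx delta 5 strain wells were the positive control but not used for scaling; some compounds called inactive have numbers as strong as hits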
Numbers without * were called inactive; . = no result given.

The line under a structure holds: PKA-R1A act, MOR-DOR ag, HTR5A inv ag, Tat export inh, PKA-R2B act, PfHsp90 set2, AddAB inh, phage Ecoli inh, Ecoli viability, MOR-DOR inv ag, Mot1-301 SUMO
O=C(C[C@H]1C/C=C\CC[C@@H](Cc2ccc(F)cc2)C(=O)OCCNC1=O)NCCO
    9, -1.0, 15, -3, 5, 14, 0.2, -1.2, 0.2, 6, -21
CCN(/C(N)=N/c1nc(C)cc(C)n1)c1ccccc1
    -8, -3.0, 7, 2, 9, 0, 1.9, 1.7, 2.8, 14, -6
Cc1ccc(NC(=O)Nc2ccc(Cl)cn2)cc1
    -1, 5.8, -21, -8, 10, -25, ., 6.5, ., -29, .
CC(C)(C)c1ccc(C(=O)NCCNC(=O)c2ccco2)cc1
    0, -0.7, 6, -3, -5, -98, 5.0, 2.9, 3.9, 5, -4
c1ccc(OCc2noc(CN3CC[C@@H]4CCCC[C@H]4C3)n2)cc1
    0, 9.7, 14, 2, 7, -4, -1.1, 4.3, -1.1, -50, 35
CCC(N=c1cc(-c2ccc(OC)cc2)oc2ccc(C)cc12)C(=O)O (stereo not given)
    -6, 0.3, -3, -1, 8, 0, 1.3, 3.9, 1.1, -2, 11
CCOc1ccccc1CN1CCNC(=O)C1CC(=O)NC1CCCCCC1 (stereo not given)
    2, -0.5, -42, 0, -1, -1, 1.9, 2.5, -0.3, 3, -9
CCC1CCCCN1C(=O)c1cc(S(=O)(=O)N2CCOCC2)ccc1C (stereo not given)
    -3, -3.2, -12, 4, -1, ., -1.0, 0.5, -1.1, 16, -1
CC(Nc1nc(-c2ccccc2)nc2ccccc12)c1ccccc1 (stereo not given)
    -3, -0.3, -5, 13, -9, 13, 0.2, 1.6, 2.1, 2, 28
COc1ccc(NC(=O)CSc2nc3nc(C)cc(C)n3n2)cc1
    -10, -1.5, -11, -1, -4, -6, 2.5, -3.0, -2.0, 9, -14
COc1ccc(NC(=O)CN(C)C(=O)/C=C/c2cn(-c3ccccc3)nc2-c2ccc(C)cc2)cc1
    -6, -0.4, -6, -1, -6, -17, -0.7, 1.4, -1.9, 3, 515*
O=C(NN/C(=N/S(=O)(=O)c1ccc(Cl)cc1)c1ccccc1)c1cccc(Cl)c1
    6, 2.5, -9, -6, -6, -56, -0.5, -0.1, 0.3, -14, 132
CCC(Cc1ccccc1)NC(=O)C1CC1 (stereo not given)
    3, -1.2, -15, -10, 7, -10, ., -2.9, ., 6, -14
O=C(CSc1ccc2nnc(CCNC(=O)c3ccccc3)n2n1)NCc1ccc(F)cc1
    -1, -1.3, 20, 23, -15, 5, 0.3, 2.3, 1.0, 4, 1
CCOc1ccc(CN(C)CC(=O)NCc2ccc(F)cc2)cc1
    7, 2.0, -5, -2, -1, 12, 0.2, 3.2, 0.4, -9, -1
COc1cc(C(=O)NCCCN(C)C)ccc1OCC(=O)Nc1cccc(C(F)(F)F)c1
    ., ., ., 1, ., 3, -2.1, -0.1, -0.9, ., -2
Cc1nnc(Sc2nc3c(c(=O)[nH]c(=O)n3C)n2CCc2ccccc2)s1
    -1, -1.2, -19, -8, -6, 3, 1.7, 2.2, -2.3, 7, 8
COc1ccc(CC(=O)Nc2ccc(NC(=O)c3ccc(Br)cc3)cc2)cc1OC
    4, -1.4, 7, -1, -1, -48, 1.0, 5.0, 0.3, 7, 2
COc1cc(/C=C(\C#N)c2ccccn2)ccc1OCC(=O)Nc1c(Cl)cccc1Cl
    -1, -1.8, 8, 20, -1, -20, 4.6, 1.7, -0.2, 10, 9
COc1ccc(NC(=O)CCn2nnc(-c3ccc(C)cc3)n2)cc1OC
    -14, -1.7, -14, 2, -7, 11, -1.8, 2.4, -1.4, 10, -4
COCc1cnc(C)nc1N
    -5, -1.0, 0, 2, 5, -28, -1.1, 4.5, 1.1, 5, 1
COc1ccc(NC(=O)CN2c3cccc4cccc(c34)S2(=O)=O)cc1
    1, 1.8, -5, 2, 8, 25, 3.7, 4.0, 0.0, -10, 13
O=C(COC(=O)c1ccccc1OCc1ccc(Cl)cc1)NCC1CCCO1 (stereo not given)
    -7, -1.9, 2, 7, 10, ., 0.1, 3.2, -2.0, 10, 4
O=S(=O)(NCc1csc(-c2ccccc2)n1)c1ccc(Cl)s1
    -10, 4.2, 15, 2, -5, -19, -0.2, 2.0, -0.1, -24, -20
N/C(=N/O)C(c1ccccc1)c1ccccc1
    -3, -1.4, 13, -8, -2, -22, 4.8, 0.8, 2.2, 7, 23
Cc1cccc2nc3c(nc12)CCCC3
    2, 3.1, 4, -11, 5, 7, 0.5, -1.5, -1.0, -15, 3
COc1ccc(NC(=O)C(c2ccc(OC)cc2)N(C)C(=O)CNC(C)=O)cc1 (stereo not given)
    1, -1.7, 12, 3, 5, -11, 0.9, 3.3, 1.6, 9, .
Cc1ccc(CNC(=O)CN(C(=O)C2(C)CC(=O)N=C3C=CC=CN32)c2ccccc2)cc1 (stereo not given)
    -8, -2.9, -18, -6, -4, -7, 1.7, 1.3, 0.9, 18, -6
CCCN(CC(=O)Nc1ccccc1C)C(=O)c1ccc2[nH]c3c(c2c1)CC(C)CC3 (stereo not given)
    -7, 0.0, 17, 4, -14, -20, -1.1, 1.0, 0.2, 0, 1
Cc1nn(-c2ccc([N+](=O)[O-])cc2)c(N)c1-c1ccccc1
    0, 2.6, -28, 2, 9, -5, 2.1, 1.2, 0.7, -14, -2
O=C(NCc1ccccc1Cl)c1ccc(CS(=O)(=O)c2ccccc2)o1
    -17, -2.9, 10, -9, 3, -5, 1.9, 0.0, -1.4, 15, 156
CCOC(=O)N1CCN(C(=O)CN(c2ccc(C)cc2)S(=O)(=O)c2c(C)noc2C)CC1
    0, -1.9, 0, 2, -8, -16, -0.3, 0.8, -0.2, 11, 25
COc1ccc(S(=O)(=O)NCCN2CCOCC2)cc1[N+](=O)[O-]
    2, 3.1, 9, -5, 7, 13, 3.3, 0.8, -0.6, -17, 111
CC(=O)NS(=O)(=O)c1ccc(NS(=O)(=O)c2ccc(F)cc2)cc1
    4, 4.0, 5, 0, 2, 5, -0.6, 3.0, 1.9, -23, 15
Cc1cc(C)c2c(N)c3cccc(C)c3nc2n1
    12, 1.6, 4, -13, -11, 5, 3.1, 1.3, 0.9, -11, -9
Cc1nc2c(C(=O)NCCc3ccccc3)c[nH]n2c(=O)c1Cl
    8, -2.1, -15, 8, 6, -18, 2.3, 0.4, -0.5, 11, -1
Cc1nn(-c2ccccc2Cl)c(Cl)c1/C=N/Nc1cccc(C(=O)O)c1
    -5, -5.0, -27, 3, -1, -8, 3.3, 4.8, -0.3, 25, -16
COc1cccc(NC(=O)CSc2nnc(NC(=O)c3ccco3)s2)c1
    0, -2.7, -16, -8, 4, 9, 7.5, 1.5, 0.3, 16, -22
CC(c1ccccc1)n1c(-c2ccc(C(C)(C)C)cc2)n[nH]c1=S (stereo not given)
    3, 4.2, -1, 10, 3, -25, 1.8, ., 0.3, -21, 47
COc1ccc2[nH]c(C)c(CCNc3ccc(C(F)(F)F)cc3[N+](=O)[O-])c2c1
    -21, -0.1, 15, 2, -10, -46, -0.2, 2.9, -0.7, 0, 16
ClCC1NCC(c2ccccc2Cl)c2c1[nH]c1ccccc21 (stereo not given)
    -3, 5.2, -10, 6, -5, 32, 1.9, 2.4, 0.8, -27, 162
O=C(NCc1ccco1)C1CCC(N2C(=O)c3ccccc3C2=O)CC1 (stereo not given)
    3, -0.5, -2, 0, 6, 4, -1.1, 2.6, 0.4, 3, -1
O=C(Nc1ccc(F)cc1)N1CCC(c2nc3c(nnn3Cc3cccc(Cl)c3)c(=O)[nH]2)CC1
    2, -1.2, -16, 13, 1, 1, 2.8, -1.3, 1.5, 6, 2
O=C(CSc1nnnn1-c1cccc(F)c1)Nc1nc2ccccc2s1
    4, 10, -13, 3, -1, -4, -1.5, 2.7, -1.6, -56, 5
COc1ccc(N2CCN(c3oc(-c4ccccc4OC)nc3C#N)CC2)cc1
    -1, -1.3, -14, -3, 1, -4, 0.5, ., 0.1, 7, -9
C=CCn1c(-c2cccc(S(=O)(=O)N(CC)CC)c2)n[nH]c1=S
    -7, -2.5, 11, -4, 5, -59, 3.0, 2.3, -1.0, 13, -5
O=C1CC(=O)N(c2ccccc2)N1c1ccccc1
    0, -2.3, -9, -2, -8, -30, 0.9, -0.6, 1.6, 14, -5
O=C(c1c(F)c(F)c(F)c(F)c1F)N1CCN(c2cccc(C(F)(F)F)c2)CC1
    -2, 0.3, -32, -4, -1, ., 3.2, 2.5, -1.1, -2, -12
CCOC(=O)C(=CNc1ncccc1C)C(=O)OCC
    -7, -0.2, -33, 4, 14, ., 1.1, 3.4, -0.8, 1, -15
O=C(NCc1ccccc1Cl)C1CCCN(S(=O)(=O)c2cccc3nonc23)C1 (stereo not given)
    5, -1.2, -12, -8, -12, 6, 0.8, 0.5, -0.3, 6, 10
Cc1cc(=O)[nH]c(SCC(=O)c2ccc(F)c(C)c2)n1
    3, 0.8, -20, 1, 0, -20, 2.5, 4.1, -0.4, -4, 135
CC(C)CN(C(=O)CSc1nc2ccccc2c(=O)[nH]1)c1c(N)n(CC(C)C)c(=O)[nH]c1=O
    3, -0.5, 10, 5, 6, -3, 2.7, 4.2, -1.5, 2, 161
O=C(O)CCCCCNS(=O)(=O)c1c(Cl)cccc1Cl
    -1, -2.5, -13, -4, 4, -25, 5.6, 3.9, 2.5, 13, 110
O=C(Nc1ccccc1C(=O)N1CCCCCC1)c1ccccc1Cl
    7, -1.3, -4, 0, 8, -9, 2.7, 0.7, -4.7, 9, 167
COCCCN1C(=O)c2ccc(C(=O)Nc3ccc(OC)cc3)cc2C1=O
    -12, -1.1, -1, 3, -7, 27, 2.4, 1.5, -1.8, 7, 16
Cc1cccc(-n2nnnc2SCn2nnc3ccccc3c2=O)c1
    11, -0.8, 11, -11, 7, 7, 1.8, 4.1, -0.2, 4, -6
CCC/C(C)=N\Nc1nc2c(c(=O)n(C)c(=O)n2C)n1C
    ., ., ., -2, ., -6, -1.3, 1.5, -2.0, ., -12
CC(=O)N1CCCc2cc(S(=O)(=O)N3CCCC(C(=O)N4CCN(c5ccccc5)CC4)C3)ccc21 (stereo not given)
    -10, -1.8, -13, -2, -5, -7, -0.1, -0.6, -1.9, 10, -7
Cc1sc2ncnc(N3CCN(C(=O)c4ccco4)CC3)c2c1C
    0, -3.8, -3, -8, 5, -5, -2.3, 1.6, -2.4, 19, -16
